Screening results from PubChem.
PI4K2A inh: inhibitors of human PI4K2A; Q9BTU6; purified PI4K2A, ADP-Glo luminescence, 1 h; active compounds read low; 0.13% of 420,000 active; activity change, negative = inhibition, % at 76.9 µM; AID 1346378; in the data active = activity change below about -50%;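 note: -100% = wells without enzyme as full effect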
Target sequence (Q9BTU6 whole entry, looked up): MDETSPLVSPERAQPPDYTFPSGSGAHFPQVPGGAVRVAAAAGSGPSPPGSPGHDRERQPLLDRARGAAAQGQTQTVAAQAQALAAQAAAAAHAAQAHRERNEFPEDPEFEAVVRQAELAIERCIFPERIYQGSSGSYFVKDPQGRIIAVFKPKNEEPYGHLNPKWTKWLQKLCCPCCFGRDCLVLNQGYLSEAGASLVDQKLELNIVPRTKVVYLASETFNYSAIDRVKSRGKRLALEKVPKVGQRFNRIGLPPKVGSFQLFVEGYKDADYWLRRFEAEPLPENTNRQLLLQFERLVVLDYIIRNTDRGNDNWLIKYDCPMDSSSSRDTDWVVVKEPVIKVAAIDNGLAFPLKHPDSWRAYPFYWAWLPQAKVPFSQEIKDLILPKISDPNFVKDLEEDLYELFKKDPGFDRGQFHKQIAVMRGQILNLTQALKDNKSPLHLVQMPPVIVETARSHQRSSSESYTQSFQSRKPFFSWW
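ADP-Glo luminescence measured ADP generated by PI4K2A enzyme (4 ug/mL before mixing) with 1.2 mM PI substrate (pre-mix) and 300 microM ATP (pre-mix). Tris pH7.5 buffer with MgCl2, Triton X-100; 1 h reaction at ambient temperature.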
Numbers without * were called inactive. An excerpt; rates above refer to the full screens.

entry	PI4K2A inh	Structure
1	3	COc1cccc(C(Nc2ccccc2)c2ccc3ccc(C)nc3c2O)c1 (stereo unspecified)
2	-1	CCCCOCCCNC(=O)C[C@@H]1C(=O)N(CCc2ccc(Cl)cc2)C2=CCCCC[C@]21C(=O)OC
3	0	COc1ccc(C2Nc3ccccc3C(=O)N2Cc2ccc(C)o2)cc1COc1c(C)cccc1C (stereo unspecified)
4	-3	CC(C)N1C(=O)c2ccccc2NC(=O)C1C(=O)NC1CC1 (stereo unspecified)
5	6	C=CCN1[C@H](C#N)[C@@H](c2ccc(Br)cc2)[C@H]1CO
6	4	O=C(CNS(=O)(=O)c1ccc(Br)s1)N1CCN(c2ccccn2)CC1
7	-16	O=C(/C=C/c1ccc(O)c(O)c1)O[C@@H]1C[C@@](OC(=O)/C=C/c2ccc(O)c(O)c2)(C(=O)O)C[C@@H](O)[C@@H]1O
8	2	CC1(C(=O)Nc2ccc3c(c2)OCCO3)CN(S(C)(=O)=O)CC(=O)N1CCc1c[nH]c2ccccc12 (stereo unspecified)
9	-5	CN1C(=O)c2cc(NC(=O)Nc3ccccc3)ccc2OC[C@H]2O[C@@H](CC(=O)NCc3ccc(-c4ccccc4)cc3)CC[C@@H]21
10	-1	C#CCNC(=O)C[C@H]1C[C@@]2(C(=O)OC)C(=C[C@H](COCc3ccccc3)O[C@@H]2C)N(Cc2ccc(Cl)cc2Cl)C1=O
11	-5	COc1cccc(S(=O)(=O)N2C[C@H](O)COC[C@H]3O[C@@H](CC(=O)N4CCN(C)CC4)CC[C@@H]32)c1
12	3	O=C(NCCN1CCC(Cc2ccccc2)CC1)C1CCCN(S(=O)(=O)c2ccc([N+](=O)[O-])cc2)C1 (stereo unspecified)
13	1	CCN(C(=O)CSc1nnc(-c2cccnc2)n1Cc1ccco1)c1ccccc1
14	3	CCCC[C@H]1C2CC(OC(=O)Nc3cccc(Cl)c3)C(C2)[C@H]2CCCCN21 (stereo partly specified)
15	0	Fc1cccc(Cn2ccc3ccc(-c4ccc5ccn(Cc6cccc(F)c6)c5c4)cc32)c1
16	-2	CCCCNC(=O)c1cc(-c2ccccc2)sc1N
17	1	Cc1ncc([N+](=O)[O-])n1C
18	-6	C[C@H](O)[C@@H]1CN2CCc3c([nH]c4c(-c5ccccc5)cccc34)[C@@H]2C[C@@H]1N(C)C(=S)Nc1ccc(C#N)cc1
19	-3	C=CCn1c(COc2ccc(C)cc2)nnc1SCC(=O)Nc1cc(Cl)cc(Cl)c1
20	-2	CCCCNC(=O)c1nc(-c2cccnc2)oc1-c1ccc(OC(F)(F)F)cc1
21	0	O=C(Nc1cccs1)OC1CC2CC1[C@H]1CCCCN1C2 (stereo partly specified)
22	-11	CC(=O)/C=C1\OCc2cc(OCc3ccccc3)ccc21
23	1	COC1=CC(=O)OC(c2cccc([N+](=O)[O-])c2)C1 (stereo unspecified)
24	-1	COC(=O)C[C@H]1CC[C@@H]2[C@@H](COc3ccc(NC(=O)C4CCCCC4)cc3C(=O)N2C)O1
25	-4	COC(=O)[C@]12C[C@H](CC(=O)N3CCOCC3)C(=O)N(Cc3ccc(Cl)cc3Cl)C1=C[C@H](C(C)(C)C)O[C@@H]2C
26	-1	O=c1c(-c2cccs2)nc2ccccc2n1C(c1ccccn1)c1nc2ccccc2[nH]1 (stereo unspecified)
27	-1	O=C(CSc1nnc(COc2ccc(Cl)cc2)n1Cc1ccco1)Nc1ccc2c(c1)OCO2
28	3	CN1[C@H](Cc2ccccc2)COc2cc(N3CCSCC3)ccc2S1(=O)=O
29	1	CCn1c(=O)n(CC(=O)N2CCN(C(C)=O)CC2)c(=O)c2ccccc21
30	-4	O=C(CCl)NC1CCCCN(Cc2ccc(OC(F)(F)F)cc2)C1=O (stereo unspecified)
31	-2	O=C(Nc1ccc2ccccc2c1)NC1CCCCN(Cc2ccc(Cl)cc2)C1=O (stereo unspecified)
32	11	S=C(Nc1cc(Cl)cc(Cl)c1)NC(c1ccccc1)c1ccccc1
33	-2	O=C(c1ccncc1)N1CC[C@H]2[C@H](CCCN2Cc2ccccc2)C1
34	-2	Cc1ccc(S(=O)(=O)N2CCCC(C(=O)NCc3ccco3)C2)cc1 (stereo unspecified)
35	6	CC(C)(C)C(=O)O[C@@H]1CCC[C@@]2(C(=O)N(Cc3ccccc3)c3ccccc32)[C@H]1NC(=O)CCc1ccccc1
36	-1	O=C(OC12CCCN(C1)/C(=C/c1ccccc1)C2)c1ccc(Cl)cc1 (stereo unspecified)
37	-6	COP1(=O)CCOCC[C@H](CC(C)C)NC(=O)[C@H](CC(C)C)N1 (stereo partly specified)
38	3	CCCCNC(=O)C[C@H]1C(=O)N(Cc2ccc(OC)cc2)C2=CCCCC[C@@]21C(=O)OC
39	0	CCOC(=O)[C@@]12CCC3=C1N(CCC3)C(=O)[C@H](CC(=O)N1CCSCC1)C2
40	-4	CN1CC[C@H](c2c(O)cc(O)c3c(=O)cc(-c4ccccc4Cl)oc23)[C@H](O)C1
41	-2	C[C@@H]1[C@@H](O)C[C@@]2(C[C@H](O)c3cc(F)ccc3O2)O[C@H]1c1ccccc1Cl
42	0	O=C(Nc1ccc(F)cc1)C(c1ccncc1)N1CCN(c2cccc(C(F)(F)F)n2)CC1 (stereo unspecified)
43	-4	COCCCN1C(=O)[C@H](CC(=O)N2CCOCC2)[C@]2(C(=O)OC)CCCCC=C12
44	5	Cc1ccc(C)c(NC(=O)C2CCCN2S(=O)(=O)c2cccnc2)c1 (stereo unspecified)
45	-2	COC(=O)[C@]12C[C@H](CC(=O)N3CCC(c4ccccc4)CC3)C(=O)N(CCC3=CCCCC3)C1=C[C@H](C1CCCC1)O[C@@H]2C
46	-2	COc1ccc(-n2c(SCC(=O)Nc3ccc4cn[nH]c4c3)nnc2-c2ccccc2)cc1
47	0	O=C(c1ccco1)N1CCC(Oc2cccnc2)CC1
48	0	COc1ccc(CN2C(=O)CN(S(C)(=O)=O)CC2(C)c2nnnn2C2CCCCC2)cc1 (stereo unspecified)
49	-11	Nc1sccc1C(=O)N1CCN(c2ccccc2)CC1
50	3	COc1ccc(C(C(=O)Nc2ccc(F)cc2)N2CCN(c3cccc(C(F)(F)F)n3)CC2)cc1 (stereo unspecified)
51	0	CCOC(=O)N1CCN(C(=O)C[C@@H]2C[C@@]3(C(=O)OCC)CCCC=C3N(CCc3ccc(OC)c(OC)c3)C2=O)CC1
52	1	CC(=O)c1ccc(NC(=O)NC2CCCCN(Cc3ccc(Cl)cc3)C2=O)cc1 (stereo unspecified)
53	-1	CC(=O)Nc1ccc(C(CCCc2ccccc2)C2=CCCCC2)cc1 (stereo unspecified)
54	-2	CCNc1nc(N)c([N+](=O)[O-])c(Nc2cccc(Cl)c2)n1
55	-1	COCCCNC(=O)C[C@@H]1C(=O)N(CCc2ccc(Cl)cc2)C2=CCCCC[C@]21C(=O)OC
56	-13	C=CCN1C(C(=O)OC)CN(Cc2cn(CCC3OCCO3)nn2)CCS1(=O)=O (stereo unspecified)
57	-12	CN1Cc2cc(C(=O)N3CCC(C4CCNCC4)CC3)ccc2N[C@@H](CC(=O)O)C1=O
58	3	O=C(CSc1nc2ccccc2n1Cc1ccccc1Cl)N/N=C\c1c[nH]c2ccccc12
59	-4	O=C(NC1CCCCN(Cc2cccc(F)c2)C1=O)c1cccc(C(F)(F)F)c1 (stereo unspecified)
60	-4	Cc1ccc(NC(=O)CCS(=O)(=O)c2ccccc2)c(C)c1

Next section; the last two above are carried over.
entry	PI4K2A inh	Structure
59	-4	O=C(NC1CCCCN(Cc2cccc(F)c2)C1=O)c1cccc(C(F)(F)F)c1 (stereo unspecified)
60	-4	Cc1ccc(NC(=O)CCS(=O)(=O)c2ccccc2)c(C)c1
61	2	C[C@H]1[C@@H](OC(=O)Nc2cccc(C(F)(F)F)c2)CC[C@@]23CCCN2C(=O)CCC[C@@H]13
62	1	Cc1ccc(C(=O)NCCN2C(=O)C3C4C=CC(C4)C3C2=O)cc1 (stereo unspecified)
63	-6	NC(=NC(=O)/C=C/c1ccccc1Br)N(CC#Cc1ccccc1)CC#Cc1ccccc1
64	-3	COc1cccc(S(=O)(=O)Nc2ccc3c(c2)C(=O)N(C)C[C@H](OC)[C@H](C)CN[C@@H](C)CO3)c1
65	0	CCOC(=O)N1CCN(C(=O)C[C@H]2C[C@@]3(C(=O)OCC)CCCC4=C3N(CCC4)C2=O)CC1
66	4	CC(C)C[C@@H]1COc2cccc(N3CCCC3)c2S(=O)(=O)N1C
67	1	CCCCNC(=O)OC1CCC12CCC(c1ccccc1)CC2 (stereo unspecified)
68	1	COc1ccc2c(c1)CO[C@H]([C@H](O)CO)[C@H]2/C=C/c1ccccc1
69	0	COc1ccc(CNC2CCC23CCC(C)CC3)cc1OC (stereo unspecified)
70	-3	O[C@H](COc1ccc(C(F)(F)F)cc1)CN1CCC(C(O)(c2ccccc2)c2ccccc2)CC1
71	-3	Cc1ccc(Cn2cc(COC(=O)N(C)Cc3ccccc3)nn2)cc1
72	-6	COc1cccc(CNC(=O)C2CCCN(c3ncccn3)C2)c1OC (stereo unspecified)
73	-5	Cc1cc(C(=O)Nc2ccc(Cl)c(Cl)c2)n(-c2ccccc2)n1
74	-2	CCOC1=C2CN(S(=O)(=O)c3ccc(C)cc3)C(c3ccc(CC)cc3)CC2N(S(=O)(=O)c2ccc(C)cc2)C(c2ccc(CC)cc2)C1 (stereo unspecified)
75	-3	CCCCOCCCNC(=O)C[C@H]1C[C@@]2(C(=O)OCC)CCCC3=C2N(CCC3)C1=O
76	-2	COCCCNC(=O)C[C@H]1C[C@@]2(C(=O)OC)C(=C[C@H](COCc3ccccc3)O[C@@H]2C)N(Cc2ccco2)C1=O
77	-1	CSc1nnc2c(n1)C[C@H](c1ccccc1)[C@@H](C)[C@@H](C(=O)N1CCCC1)C2
78	-2	CCCCOCCCNC(=O)C[C@@H]1C(=O)N(Cc2ccc(OC)cc2)C2=CCN(C(=O)OC(C)(C)C)C[C@]21C(=O)OCC
79	-4	CCOC(=O)[C@]12CCCCC/C=C\1N(CCc1ccc(Cl)cc1)C(=O)[C@H]2CC(=O)NCc1ccccc1
80	-4	O=S1(=O)c2ccc(Br)cc2OC[C@H](Cc2ccccc2)N1Cc1cn(CCC2OCCO2)nn1
81	5	O=C(C(=O)N1CCC(c2ccccc2)CC1)c1ccc(F)c(F)c1
82	-8	OC(c1ccccc1)(c1ccccc1)C1CCN(CCCNc2ccc(Cl)cc2Cl)CC1
83	-4	Cc1cccc(C)c1NC(=O)C(c1cccc2ccccc12)n1c(=O)c(-c2ccco2)nc2ccccc21 (stereo unspecified)
84	4	O=C(NC1CCCC1)C1(C(=O)C2CC2)CC(c2ccccn2)=NO1 (stereo unspecified)
85	-14	O=C(OC12CCCN(C1)/C(=C/c1ccncc1)C2)c1ccco1 (stereo unspecified)
86	-2	CC(C)C[C@H](NC1(C(=O)NC2CCCCC2)CCC1)C(=O)NCC(c1ccccc1)c1ccccc1
87	-6	COCCCn1cc(CN2CC=CS2(=O)=O)nn1
88	2	C[C@H](O)[C@@H]1CN2CCc3c([nH]c4c(-c5ccc6c(c5)OCO6)cccc34)[C@@H]2C[C@@H]1N(C)C(=O)c1ccccc1F
89	-3	COC(=O)[C@]12C[C@H](CC(=O)NCCc3ccccc3OC)C(=O)N(CCc3ccc(OC)c(OC)c3)C1=C[C@H](C1CCCC1)O[C@@H]2C
90	-2	O=C(NC1CC[C@@]23CCCN2C(=O)CCC[C@H]3C1)c1ccccc1 (stereo partly specified)
91	-3	Clc1cc(Cl)cc(CNC2CCC23CCC(c2ccccc2)CC3)c1 (stereo unspecified)
92	-4	COC(=O)[C@]12C[C@H](CC(=O)N3CCCCC3)C(=O)N(Cc3ccco3)C1=C[C@H](COCc1ccccc1)O[C@@H]2C
93	0	COC(=O)[C@]12C[C@H](CC(=O)NCCCN3CCCC3=O)C(=O)N(CCc3ccc(OC)c(OC)c3)C1=C[C@H](C(C)C)O[C@@H]2C1CC1
94	-6	CCOC(=O)[C@]12CCCC=C1N(CCC1=CCCCC1)C(=O)[C@H](CC(=O)NCc1ccc(C)o1)C2
95	1	CC(C)(N[C@@H](Cc1ccccc1)C(=O)NCCc1c[nH]c2ccccc12)C(=O)NC1CCCCC1
96	0	CCn1c2ccccc2c2cc(C=NNC(=O)c3ccoc3C)ccc21
97	-2	COc1ccc(S(=O)(=O)N(C)C[C@@H]2Oc3c(NC(=O)Nc4ccccc4)cccc3C(=O)N([C@@H](C)CO)C[C@H]2C)cc1
98	6	CCCC1CCC2(CC1)CCC2OC(=O)Nc1cccc(Cl)c1 (stereo unspecified)
99	6	N#Cc1cccc(NC(=O)OCCCN2CCC3(CCCCC3)C2=O)c1
100	0	CN(C)CC(=O)N[C@H]1C[C@@H]2O[C@@H](CO)CC[C@@H]2O[C@@H]1CCc1ccc(C2=CCCCC2)cc1

Among those listed so far, 11 have a furan ring, fused or not:
entry	PI4K2A inh	Structure
3	0	COc1ccc(C2Nc3ccccc3C(=O)N2Cc2ccc(C)o2)cc1COc1c(C)cccc1C (stereo unspecified)
13	1	CCN(C(=O)CSc1nnc(-c2cccnc2)n1Cc1ccco1)c1ccccc1
27	-1	O=C(CSc1nnc(COc2ccc(Cl)cc2)n1Cc1ccco1)Nc1ccc2c(c1)OCO2
34	-2	Cc1ccc(S(=O)(=O)N2CCCC(C(=O)NCc3ccco3)C2)cc1 (stereo unspecified)
47	0	O=C(c1ccco1)N1CCC(Oc2cccnc2)CC1
76	-2	COCCCNC(=O)C[C@H]1C[C@@]2(C(=O)OC)C(=C[C@H](COCc3ccccc3)O[C@@H]2C)N(Cc2ccco2)C1=O
83	-4	Cc1cccc(C)c1NC(=O)C(c1cccc2ccccc12)n1c(=O)c(-c2ccco2)nc2ccccc21 (stereo unspecified)
85	-14	O=C(OC12CCCN(C1)/C(=C/c1ccncc1)C2)c1ccco1 (stereo unspecified)
92	-4	COC(=O)[C@]12C[C@H](CC(=O)N3CCCCC3)C(=O)N(Cc3ccco3)C1=C[C@H](COCc1ccccc1)O[C@@H]2C
94	-6	CCOC(=O)[C@]12CCCC=C1N(CCC1=CCCCC1)C(=O)[C@H](CC(=O)NCc1ccc(C)o1)C2
96	0	CCn1c2ccccc2c2cc(C=NNC(=O)c3ccoc3C)ccc21
